High-throughput results deposited in PubChem BioAssay by several laboratories.
PrPC TRFRET = reduces human prion protein on the cell surface. P04156. cell surface PrPC, TR-FRET read-out. AID 720596. inhibition, % at 13.8 µM. 0.43% of 370,000 active; in the data active = inhibition above about 24%; note: 0% = median of the test wells and 100% = reference compound wells
BH1578 lux ind = induces V. cholerae light production without autoinducers | 0.16% of 350,000 active | activation, % at 18.7 µM | V. cholerae BH1578 lux reporter, luminescence, 6 h | AID 588436; in the data active = activation mostly above about 9.7%, no sharp cut-off; note: not every result past the cut was called active; inactives centre near 0; reference of the scale not given here
3CLpro inhibitor = SARS-CoV 3CLpro protease inhibition; P0C6X7; recombinant SARS-CoV 3CLpro, quenched FRET peptide cleavage; inhibition, % at 6 µM; 0.14% of 290,000 active; AID 1706; in the data active = inhibition above about 12%
DUSP3 inh = blocks human VHR1 dual specificity phosphatase. recombinant VHR phosphatase, pNPP absorbance. 0.52% of 290,000 active. inhibition, % at 13.3 µM; in the data active = inhibition above about 50%; note: some compounds called inactive have numbers as strong as hits
Rv3671c protease = inhibits the M. tuberculosis serine protease Rv3671c | P9WHR9 | inhibition, % at 5.96 µM | 0.048% of 320,000 active; in the data active = inhibition above about 38%;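 note: extracellular domain of Rv3671c used as enzyme; 0% = enzyme with DMSO and 100% = no enzyme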
TcdB inh = blocks C. difficile toxin B glycohydrolase activity; TcdB glycohydrolase enzymatic assay, plate reader; inhibition, % at 9.99 µM; 0.24% of 350,000 active; in the data active = inhibition above about 10%
SSB-PriA inh = blocks PriA binding to SSB C-terminal tail | AlphaScreen SSBct-PriA binding, biotinylated peptide | inhibition, % at 33 µM | 0.6% of 430,000 active | AID 1272365; in the data active = inhibition mostly above about 37%, no sharp cut-off; inactive = mostly below about 20%;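 note: plate controls were negative control peptide for no effect and reference peptide for full effect; strong numbers were not always called active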
Y pestis TopoI = Y. pestis Topo-I inhibition via cleavage products. Y. pestis Topo-I cleavage product accumulation, plate reader. activity, % at 10 µM. 0.064% of 360,000 active. AID 504884; in the data active = activity above about 50%, passing the limit was not always enough; note: inactives centre near 2
CCHFV vOTU inh = CCHFV vOTU protease inhibition. inhibition, % at 11.5 µM. Pep-AMC fluorescence. 0.55% of 370,000 active. AID 651958; in the data active = inhibition above about 30%; note: 0% = vehicle wells with enzyme and 100% = no enzyme wells
MazF activator = MazEF (E. coli) toxin RNase activation; FAM/BHQ RNA-DNA oligo cleavage fluorescence, 5 h; activation, % at 20 µM; P0AE70; 0.32% of 350,000 active; AID 504720; in the data active = activation above about 50%
Starred values were filed as active, the others as inactive; i = inactive; · = not tested or not shown; & = joins results of further samples. Some of the compounds tested; rates above refer to the full screens.

SMILES	PrPC TRFRET	BH1578 lux ind	3CLpro inhibitor	DUSP3 inh	Rv3671c protease	TcdB inh	SSB-PriA inh	Y pestis TopoI	CCHFV vOTU inh	MazF activator
Cc1cccc(OCC(O)CN2CC3(C)CC2CC(C)(C)C3)c1 (stereo not given)	-4	-0.2	-2	-5	1	0.6	-7	-1	4	5
CC(C)(C)c1ccc(C(=O)NCCC(=O)N2CCCC2)cc1	7	-0.3	-6	44	-13	0.8	-16	-3	-5	3
C=C(C)Cn1c(N2CCCC2)nc2c1c(=O)n(C)c(=O)n2C	-4	-0.3	2	21	7	0.3	-7	3	-8	-1
COc1cc2cc(CN(C(=O)NC3CCCCC3)C3CCCC3)c(=O)[nH]c2cc1OC	-15	0.1	0	10	-3	·	-12	-4	-15	2
O=C1CC(c2ccco2)Cc2nc(Nc3ccc(F)cc3)ncc21 (stereo not given)	-4	i	9	-24	-9	·	17	-11	7	5
O=C(CCc1ccccc1)NNC(=O)c1ccccc1Br	-3	i	3	-11	7	·	-9	-2	-5	-2
COc1ccc(-c2cc(=O)oc3c(C)c(OCC(=O)NCCCn4ccnc4)ccc23)cc1	-29	-0.4	-9	8	-5	0.8	21	21	-1	5
CC(C)CN(C(=O)CCCOc1ccc(Cl)cc1Cl)c1c(N)n(Cc2ccccc2)c(=O)[nH]c1=O	-3	-11	·	·	-25	1.2	-8	1	7	0
O=c1cc(NCc2ccc3c(c2)OCO3)[nH]c(=O)n1-c1ccc(Cl)cc1	-1	-0.2	6	-11	-7	·	6	10	-12	9
CC(/C=N/n1c(-c2ccccn2)n[nH]c1=S)=C\c1ccccc1	-3	-0.6	1	32	7	-0.1	·	-3	-1	-3
COc1ccc(OC)c(N(CC(=O)N2CCN(c3cc(Cl)ccc3C)CC2)S(C)(=O)=O)c1	0	-7.1	3	2	0	·	14	1	12	-1
CC(C)CCNC(=O)C1c2ccccc2Oc2ccccc21	-4	-0.2	1	-1	-5	0.2	2	1	-15	15
O=C(Nc1ccncc1)c1cc(C2CCCCN2C(=O)CCCc2ccccc2)on1 (stereo not given)	11	-0.4	·	·	·	-4.3	·	24	-1	·
O=C(N/N=C/c1ccc(OCC(=O)N2CCCC2)cc1)C(=O)NC1CC1	2	i	3	-2	-3	1.5	·	-4	17	0
Cc1ccc(N(C(=O)CCCC(=O)Nc2ccccn2)C(C(=O)NC2CCCC2)c2ccc(O)cc2)cc1C (stereo not given)	-6	-0.6	3	17	-9	-5.5	2	19	20	4
O=C(C/C=N\OCc1c(Cl)cccc1Cl)Oc1ccc(Cl)cc1Cl	-1	·	-2	12	-1	·	·	3	-9	-6
N#C/C(=C\c1ccncc1)c1nc2ccccc2c(=O)[nH]1	11	-0.2	3	6	1	-2.1	-10	7	-5	-23
Cc1ccc(NC(=O)Cc2noc3ccccc23)c(C)c1	-3	-0.7	2	-2	5	·	4	10	-8	6
COC(=O)C1(Cc2ccc(O)cc2)OC(=O)C(O)=C1c1ccc(O)cc1 (stereo not given)	-13	-0.4	·	14	4	-4.8	2	-12	6	2
CCOC(=O)C1CCCN(Cc2ccc(OC)c(OCc3ccccc3)c2)C1 (stereo not given)	-4	-0.3	0	9	-4	0.5	-7	-2	7	6
Cc1ccccc1C(=O)NCC(=O)OC(C)C(=O)Nc1ccnn1C(C)C (stereo not given)	-2	i	·	·	8	0.8	-2	1	-5	2
CCOC(=O)Cn1c2[n+](c3ccccc31)CC(O)CS2 (stereo not given)	3	-7.1	1	5	-7	0.6	-11	1	20	0
CCN(CC)S(=O)(=O)c1ccc(OC)c(NC(=O)c2cccs2)c1	5	-2.1	2	8	6	1.4	5	7	-3	5
O=C(CNc1ccccc1F)Nc1cccc2ccccc12	11	0.2	-1	16	-2	0.5	-1	-3	9	-12
CCOC(=O)CSc1nc2cc(C(=O)NCc3ccco3)ccc2c(=O)n1-c1ccc(F)cc1	·	0.3	·	-4	-4	0.7	-6&0&-3	-2	·	-16
CC(C)c1ccc(NC2CCCN(C(=O)c3ccc(Cn4cnnn4)cc3)C2)cc1 (stereo not given)	5	i	1	2	-13	0.4	19	24	0	5
Fc1ccccc1N1CCN(CC2CC3C=CC2C3)CC1 (stereo not given)	2	i	0	35	11	·	-5	7	13	1
CN1C(=O)c2ccccc2C(C(=O)O)C1c1cccc(F)c1 (stereo not given)	-2	i	1	19	3	·	-5	4	2	3
O=C(Nc1ccc(OC(F)(F)F)cc1)C1CCCN(C(=O)c2ccc(Cl)cc2)C1 (stereo not given)	4	-1.6	·	·	-7	0.3	-10	-2	22	0
Cc1ccc(Cl)cc1NC(=O)CSc1nncn1-c1ccccn1	3	-0.3	0	11	1	0.4	3	2	0	6
CCCC(CCC)C(=O)Nc1cccc(C(=O)O)c1	·	i	-2	9	3	0.8	-11	8	·	2
Cc1ccc(NC(=O)CCC(=O)N/N=C/c2coc3ccccc3c2=O)cc1	4	i	-3	30	19	0.1	i	5	-6	-3
CCn1ncc(C2=NOC(C(=O)Nc3cccc(O)c3)C2)c1C (stereo not given)	-4	-0.3	1	-2	-5	3.8	-6	2	7	1
CCCC(=O)Nc1ccc(Nc2ccccc2)cc1	2	3.6	0	5	8	1.5	-15	1	-3	0
O=C(Nc1nnc(S(=O)(=O)N2CCCCCC2)s1)c1ccccc1	-2	-0.2	6	13	-3	1.4	101*	0	9	-1
COc1ccccc1N(CC(=O)Nc1ccccc1C)S(C)(=O)=O	-1	i	3	27	7	0.5	-14	-5	-13	9
COc1ccc(C(CNC(=O)c2ccc(Cl)c(NC(=O)c3cccs3)c2)N2CCCC2)cc1 (stereo not given)	-14	-0.7	·	·	1	2.3	-6	-3	-7	6
C[C@@H]1O[C@@H](O[C@@H]2C=C3CC[C@@H]4C(CC[C@]5(C)[C@@H](c6ccc(=O)oc6)CC[C@]45O)[C@@]3(C)CC2)[C@H](O)[C@H](O)[C@H]1O (stereo not given in full)	-7	i	·	·	-3	-0.1	-9	7	13	-4
Cc1cc(C)n(-c2ccc(C(=O)Nc3nnc(C)s3)cc2)n1	-3	i	2	7	-6	·	-2	2	-1	1
CCCn1c(N)c(N(CCOC)C(=O)/C=C/c2cccc(Cl)c2)c(=O)[nH]c1=O	0	-0.3	-3	7	-5	-0.1	-22	2	-5	6
COCCNC(=O)C1CC(=O)N(C2CCCCC2)C1 (stereo not given)	-2	·	2	13	-7	-1.5	1	-6	4	-1
Cc1cc(OCC(=O)NCc2ccccn2)c2c(C)c(C)c(=O)oc2c1	-13	-0.5	2	15	-6	-0.7	9	1	-13	3
Cn1c(-c2ccc3c(c2)OCO3)cc(=O)c2ccccc21	-6	-0.4	2	35	-2	0.9	-11	-1	-16	-4
CCCCCn1c(=N)c(S(=O)(=O)c2ccc(Br)cc2)cc2c(=O)n3cccc(C)c3nc21	-10	i	-5	2	-3	1.8	-17	3	5	-22
CNS(=O)(=O)c1cc(NC(=O)c2cnc(SC)n2-c2ccccc2)ccc1C	0	3.3	2	31	-1	0.6	1	5	8	-1
CCCc1cc(=O)[nH]c(SCC(=O)Nc2nc3ccc(OCC)cc3s2)n1	-2	-0.7	-2	8	-3	-0.3	-6	2	1	-1
c1ccc(-c2cc(-c3ccccc3)[nH]n2)cc1	9	-0.7	0	6	-6	-1.5	-6	6	0	-6
CC(=O)NC(c1ccccc1)c1nc(-c2cccc(C(F)(F)F)c2)cs1 (stereo not given)	-1	-0.6	·	·	·	0.9	·	3	23	·
COCCNC(=O)C[C@@H]1C[C@H]2c3cc(NC(=O)Nc4ccc(F)cc4)ccc3O[C@H]2[C@H](CO)O1	5	-0.7	·	·	·	1.1&0.2	·	2	9	5
O=C(NCCCN1CCCCC1)C1(S(=O)(=O)c2ccc(Cl)cc2)CC1	-5	-0.2	-5	7	-4	0.0	-4	2	5	13
C[n+]1ccn(CC(=O)c2cc(C(C)(C)C)c(O)c(C(C)(C)C)c2)c1	-3	-0.2	4	24	-2	1.4	7	-2	-8	0
COC(=O)CSc1nnc(-c2ccco2)o1	-4	-0.1	0	18	6	·	-6	4	-17	-7
CC(C)OCC(O)CS(=O)Cc1ccccc1 (stereo not given)	0	1.8	-2	20	-5	·	0	-1	16	4
Cc1cnc(C(=O)Nc2cccc(S(=O)(=O)N(C)C)c2)cn1	3	4.1	3	-13	11	·	3	-4	-9	6
O=C(Cc1ccccc1)N1CCN(C(=O)c2ccco2)CC1	-4	i	-5	13	3	·	-11	-2	-3	26
COCCCN(C(=O)CSCc1c(C)noc1C)c1c(N)n(Cc2ccccc2)c(=O)[nH]c1=O	-4	5.1	·	·	-12	-0.9	0	5	-1	-5
OCCSc1nc(-c2ccccc2)nc2ccc(F)cc12	13	i	3	8	-19	1.1	-14	10	-2	0
O=C(CSc1nnc2ccc(-c3ccc(F)cc3)nn12)NCC1CCCO1 (stereo not given)	-11	0.0	·	·	-1	1.7	4	4	-11	0
C=CCn1c(-c2ccc(Cl)cc2)cnc1SC(C)C(=O)NC(N)=O (stereo not given)	10	-0.6	2	18	6	-1.5	0	-12	1	-7
COc1ccc(CC(=O)N2CCN(S(=O)(=O)c3cccs3)CC2)cc1OC	-4	2.1	3	1	0	0.1	7	8	0	4
